RGS4 act: RGS4 potentiators or activators, primary screen, cell-based, HEK293 M3R inducible RGS4, calcium flux | B-score at 10 µM | 310,000 compounds, 0.92% hits | carbachol calcium flux Fluo4; active compounds read low;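 active = B-score of the integrated calcium signal more than 4 SD below the library mean, with starting fluorescence not abnormally high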;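 also: negative B-score means reduced calcium response which marks RGS4 activation or potentiation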
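Test system: HEK293 cells with stable M3R and inducible RGS4; also added: carbachol at ECmax as muscarinic agonist stimulus; schedule: dye loading 30 min 37 °C, buffer rest 30 min RT; technique: kinetic calcium fluorescence imaging with Fluo4-AM dye, 2 µM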
hERG rescue: hERG rescue from dofetilide block, primary screen, cell-based, CHO-hERG, FluxOR thallium flux, dofetilide IC70; Voltage-gated inwardly rectifying potassium channel KCNH2 (Homo sapiens), Q12809; dofetilide IC70 present; activation (rescue from dofetilide block), less the hit threshold, % at 10 µM; 310,000 compounds, 0.51% hits; AID 1511, 2009;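 active = activation above the mean of controls blocked by dofetilide plus 5 SD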;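 also: thallium influx through hERG after potassium depolarization seen as dye fluorescence rise; in these data hits start at about 4.7%; inactives centre near -7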
PolyA inh: polyadenylation inhibitors in yeast reporter cells, primary screen, luminescence, S. cerevisiae; calls only at 12 µM; 300,000 compounds, 0.02% hits; AID 1875, 2009; S. cerevisiae SKY197-pL101 polyadenylation reporter, beta-gal luminescence; efflux-impaired pdr1/pdr3 knockout yeast; score 100 = 6 SD above DMSO;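 active = lowest replicate activity score at least 50, where 100 means six control SD above control mean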;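 also: yeast exposed to compound for 9 h at 30 °C; higher score means more reporter readthrough which indicates perturbed polyadenylation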
KCNQ1 act: potentiators or activators of KCNQ1 channel, primary screen, cell-based, thallium flux, high-throughput; Potassium voltage-gated channel subfamily KQT member 1 (Homo sapiens), P51787; CHO-K1 KCNQ1, thallium flux FluxOR fluorescence; active compounds read high; B-score at 10 µM; 310,000 compounds, 0.35% hits; AID 2648, 2010;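 active = fluorescence ratio B-score, a plate-corrected score, at least three library SD, with initial intensity B-score within 5 SD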
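Doses: Single concentration per compound, DMSO matched to controls | Test system: KCNQ1-transfected CHO-K1 cells | Timing: 90 min dye loading and 20 min compound exposure, both at room temperature | Measured by: Kinetic FluxOR thallium fluorescence, 10-s 1-Hz baseline, 110-s post-stimulus read | Medium: Assay buffer with matched DMSO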
RGS4 inh: RGS4 inhibitors, primary screen, cell-based, HEK293 M3R inducible RGS4, calcium flux | Fluo-4 calcium flux; active compounds read high; triggered by carbachol at its EC20 | Regulator of G-protein signaling 4 (Homo sapiens), P49798 | 310,000 compounds, 0.45% hits | B-score at 10 µM;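 active = B-score, a plate-corrected calcium signal, over three deviations above library mean, with baseline fluorescence within five deviations of library mean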;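 also: RGS4 expression induced by doxycycline in cells with stable M3 receptor; B-score is computed from the integrated fluorescence ratio over baseline after carbachol; higher B-score means a larger calcium signal and so more RGS4 inhibition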
KCNK9 block: KCNK9 potassium channel inhibitors, primary screen, HEK293 cells, thallium flux; B-score at 10 µM; FluxOR thallium flux fluorescence; active compounds read low; 310,000 compounds, 1.2% hits; AID 488922, 2010;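 active = ratio B-score over 3 SD below the library mean, with starting fluorescence within 5 SD of its mean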;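 also: negative B-score means less thallium flux so channel inhibition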
KCNQ1 inh: inhibitors of human KCNQ1 channel, primary screen, cell-based, thallium flux, high-throughput | B-score at 10 µM | AID 2642, 2010 | CHO-K1 KCNQ1, FluxOR thallium flux fluorescence; active compounds read high | Potassium voltage-gated channel subfamily KQT member 1 (Homo sapiens), P51787 | 310,000 compounds, 1.3% hits;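 active = compounds whose thallium flux B-score, printed positive for inhibition, exceeds three library SD while starting fluorescence stays within three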;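 also: channel opened by potassium depolarization with thallium stimulus after 20 min compound exposure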
GSK3 alpha inh: blockers of GSK3A enzyme activity – biochemical, luminescence, cell-free homogeneous, HTS, primary screen; Glycogen synthase kinase-3 alpha (Homo sapiens), P49840; GSK-3 alpha kinase, ADP-Glo luminescence, 60 min; inhibition, % at 10 µM; 320,000 compounds, 0.1% hits;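 in the data active = inhibition above about 50%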;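 also: GST-tagged GSK-3 alpha with peptide substrate and 25 µM ATP; 0% = DMSO neutral wells and 100% = GW8510 positive control wells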
Target sequence (P49840 whole entry, looked up): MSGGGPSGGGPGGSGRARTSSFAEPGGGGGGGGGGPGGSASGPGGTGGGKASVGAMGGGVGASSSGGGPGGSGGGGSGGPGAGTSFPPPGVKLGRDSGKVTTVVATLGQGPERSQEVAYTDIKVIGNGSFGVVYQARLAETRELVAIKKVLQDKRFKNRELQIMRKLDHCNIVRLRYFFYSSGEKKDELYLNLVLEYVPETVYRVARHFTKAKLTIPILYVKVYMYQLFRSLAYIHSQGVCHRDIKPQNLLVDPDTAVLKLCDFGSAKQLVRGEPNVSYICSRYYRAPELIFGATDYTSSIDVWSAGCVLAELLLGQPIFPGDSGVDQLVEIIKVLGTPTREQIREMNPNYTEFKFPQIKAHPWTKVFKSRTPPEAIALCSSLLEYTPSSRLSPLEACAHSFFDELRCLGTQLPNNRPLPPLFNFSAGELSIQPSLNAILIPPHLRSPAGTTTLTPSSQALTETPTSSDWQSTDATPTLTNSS
KCNK3 inh: human KCNK3 channel inhibitors, primary screen, CHO cells, FluxOR thallium flux, B-score; Potassium channel subfamily K member 3 (Homo sapiens), O14649; FluxOR fluorescence; active compounds read low; B-score at 10 µM; 340,000 compounds, 0.84% hits; AID 602410, 2012;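 active = B-score under library mean minus 4 SD, starting fluorescence ratio at most library mean plus 5 SD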;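 also: more negative B-score means stronger inhibition of thallium flux through KCNK3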
Dyrk1A ADPGlo: rat Dyrk1A kinase inhibitors, primary screen, biochemical, single point, plate reader. ADP-Glo luminescence, NFATc1 peptide. AID 504441, 2011. Dual specificity tyrosine-phosphorylation-regulated kinase 1A (Rattus norvegicus), Q63470. inhibition, % at 12.5 µM. 310,000 compounds, 0.43% hits; in the data active = inhibition above about 50%;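 also: plate controls were vehicle with enzyme for no effect and no enzyme for full effect; many of its hits are not listed in these tables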
GSK3beta inhib: human GSK3beta kinase inhibitors, primary screen, biochemical, cell-free homogeneous, HTS | Glycogen synthase kinase-3 beta (Homo sapiens), P49841 | GST-GSK3beta kinase, ADP-Glo luminescence, 60 min; active compounds read low | activity score (negative = inhibition), % at 10 µM | 300,000 compounds, 0.038% hits | AID 2097, 2009;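 active = more than half of replicate wells score below -50%, meaning over 50% inhibition versus plate controls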;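 also: 0% = median DMSO wells and -100% = median GW8510 positive control wells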
Target sequence (P49841 whole entry, looked up): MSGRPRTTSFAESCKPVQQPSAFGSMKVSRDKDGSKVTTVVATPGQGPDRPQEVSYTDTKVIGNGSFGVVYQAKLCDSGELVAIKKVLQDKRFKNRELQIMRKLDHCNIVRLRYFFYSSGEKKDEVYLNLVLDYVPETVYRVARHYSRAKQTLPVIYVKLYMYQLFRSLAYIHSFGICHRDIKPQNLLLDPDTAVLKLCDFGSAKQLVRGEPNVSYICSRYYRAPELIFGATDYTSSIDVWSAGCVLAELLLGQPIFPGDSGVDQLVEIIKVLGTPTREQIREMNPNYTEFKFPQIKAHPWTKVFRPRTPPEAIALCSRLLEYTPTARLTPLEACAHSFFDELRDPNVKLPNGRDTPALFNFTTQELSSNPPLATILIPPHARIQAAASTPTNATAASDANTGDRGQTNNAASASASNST
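Test system: GST-tagged human GSK3beta kinase, cell-free; evaluation: activity score scaled between in-plate DMSO and GW8510 controls; measured by: ADP-Glo luminescence; incubation: 60 min reaction, RT; benchmarks: DMSO and 20 µM GW8510; reagent: peptide substrate plus 25 µM ATP (final); medium: Tris/MgCl2 kinase buffer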
An asterisk follows results filed as active; i = inactive; x = not tested or not shown.

Order of values: RGS4 act | hERG rescue | PolyA inh | KCNQ1 act | RGS4 inh | KCNK9 block | KCNQ1 inh | GSK3 alpha inh | KCNK3 inh | Dyrk1A ADPGlo | GSK3beta inhib
- CCC1=C(OC(=O)N(CC)CC)N2C(=O)OC(=NCCc3c[nH]c4ccccc34)[C@]2(C)[C@H]2C1=CC[C@H]1C(=O)N(CC)C(=O)[C@H]12
 : i | -11 | i | i | i | i | i | -1 | i | 2 | 1
- CCOC(=O)C1=C(C(F)(F)F)Nc2ncnn2C1c1cccc(OC)c1OC (stereo not given)
 : i | -11 | i | i | i | i | i | 8 | i | 2 | 2
- Cc1csc(NC(=O)c2cnc3ccccc3n2)n1
 : i | -13 | i | i | i | i | i | 0 | i | 7 | -4
- COc1cccc(/C=C/C(=O)NCc2ccc(S(N)(=O)=O)cc2)c1
 : i | -7 | i | i | i | i | i | -2 | i | -3 | 0
- COc1ccc(/C=N\NC(=S)SCN2C(=O)C3CCC(C)(C2=O)C3(C)C)cc1 (stereo not given)
 : i | 0 | i | 16* | i | i | i | 0 | i | 0 | 1
- COc1ccc(C(=O)NC2CCCN(Cc3ccccc3F)C2)c(OC)c1OC (stereo not given)
 : i | -5 | i | i | i | i | i | -5 | i | -2 | 0
- Cc1ccc2c(c1)c1c(n2CC(O)Cn2c(C)nc3ccccc32)/C(=N\O)CCC1 (stereo not given)
 : i | 2 | i | i | 15* | i | i | 0 | i | -7 | 4
- Cc1cccn2c(=O)c(C=O)c(N3CCN(c4ccc(F)cc4)CC3)nc12
 : i | -5 | i | i | i | i | i | 4 | i | -2 | 1
- CCOC(=O)c1ccc(NC(=O)N2CCN(C(=O)C3CCCO3)CC2)cc1 (stereo not given)
 : i | -7 | i | i | i | i | i | 2 | i | 2 | 2
- COc1cccc(OCCOc2ccccc2[N+](=O)[O-])c1
 : i | -3 | i | i | i | i | i | 1 | i | 8 | 2
- Cc1nn(C)c(C(=O)Nc2ccn(C34CC5CC(CC(C5)C3)C4)n2)c1[N+](=O)[O-]
 : i | -10 | i | i | i | i | i | -1 | i | 2 | -14
- NC(=O)c1ccsc1NC(=O)CS(=O)(=O)c1ccc(F)cc1
 : i | -6 | i | i | i | i | i | 2 | i | 5 | 1
- Cc1cccc(C)c1NC(=O)C1CC2CCC1C2 (stereo not given)
 : i | -6 | i | i | i | i | i | 17 | i | x | -1
- CCOC(=O)C1CCN(C(=O)c2ccccc2NS(=O)(=O)c2ccc(C)cc2)CC1
 : i | -9 | i | i | i | i | i | -2 | i | 1 | -3
- COC(=O)C1=C(O)/C(=C\c2cc(C)n(-c3ccccc3C)c2C)N=C1C
 : i | 0 | i | i | i | i | i | -2 | i | x | -2
- O=C(Nc1ccccc1)C1=C[C@H](c2ccccc2)C[C@H](OCCCCO)O1
 : i | -6 | i | i | i | i | i | -3 | i | 5 | -4
- [O-][n+]1cccc2ncc3cscc3c21
 : i | -9 | i | i | i | i | i | -2 | i | 7 | 6
- CCCCOc1ccc(C(=O)Nc2ccc(S(=O)(=O)Nc3cc(C)on3)cc2)cc1OC
 : i | 4.9* | i | i | i | i | i | 5 | i | 5 | 0
- COCC(=O)Nc1nc2ccc(C)cc2s1
 : i | -11 | i | i | i | i | i | -2 | i | 40 | -3
- O=C(CCS(=O)(=O)c1ccc(Br)cc1)NCc1ccc(F)cc1
 : i | -9 | i | i | i | i | i | -1 | i | -8 | -2
- CC(OC(=O)/C=C/c1cccs1)C(=O)NC1CCCCC1C (stereo not given)
 : i | -9 | i | i | i | i | i | 0 | i | 7 | 1
- Cc1nc(C)c(-c2ccc(SCC(=O)Nc3cccc(Cl)c3C)nn2)s1
 : i | -11 | i | i | i | i | i | 1 | i | 4 | 0
- S=C(NCC1CCCO1)NC1CCCC1 (stereo not given)
 : i | -11 | i | i | i | i | i | -1 | i | 2 | 6
- CCCCn1c(N)c(N(CCOC)C(=O)c2cc(S(=O)(=O)N3CCOCC3)ccc2F)c(=O)[nH]c1=O
 : i | -7 | i | i | i | i | i | 1 | i | -7 | 2
- CCOc1cc(N2CCOCC2)c(OCC)cc1NC(=O)COC(=O)/C=C/c1ccc(OC(F)F)cc1
 : i | -13 | i | i | i | i | i | 0 | i | 4 | -2
- CCN(CC)CCCCOc1ccccc1OC
 : i | -9 | i | i | i | i | i | x | i | -4 | 2
- COc1ccc(CCCC(=O)NC(C)c2ccccc2)cc1 (stereo not given)
 : i | -8 | i | i | i | i | i | 0 | i | -5 | 2
- COc1ccc(C(=O)N2CCN(C(=O)Cc3ccccc3)CC2)cc1OC
 : i | -6 | i | i | i | i | i | 5 | i | 0 | 0
- COc1ccccc1NC(=O)c1cccc(S(=O)(=O)N2CCN(Cc3ccccc3)CC2)c1
 : i | -13 | i | i | i | i | i | 0 | i | -1 | -3
- CCCCCCCNC(=O)c1cc(-c2ccncc2)nc2ccccc12
 : i | -1 | i | i | i | i | i | -1 | i | 0 | 0

Whole records, looked up by structure. Values in the order: RGS4 act, hERG rescue, PolyA inh, KCNQ1 act, RGS4 inh, KCNK9 block, KCNQ1 inh, GSK3 alpha inh, KCNK3 inh, Dyrk1A ADPGlo, GSK3beta inhib
COc1ccc(CCCC(=O)NC(C)c2ccccc2)cc1 (stereo not given) across the screens: i, -8, i, i, i, i, i, 0, i, -5, 2
CCCCn1c(N)c(N(CCOC)C(=O)c2cc(S(=O)(=O)N3CCOCC3)ccc2F)c(=O)[nH]c1=O across the screens: i, -7, i, i, i, i, i, 1, i, -7, 2
CCCCCCCNC(=O)c1cc(-c2ccncc2)nc2ccccc12 across the screens: i, -1, i, i, i, i, i, -1, i, 0, 0
CC(OC(=O)/C=C/c1cccs1)C(=O)NC1CCCCC1C (stereo not given) across the screens: i, -9, i, i, i, i, i, 0, i, 7, 1

Carrying on:
Order of values: RGS4 act | hERG rescue | PolyA inh | KCNQ1 act | RGS4 inh | KCNK9 block | KCNQ1 inh | GSK3 alpha inh | KCNK3 inh | Dyrk1A ADPGlo | GSK3beta inhib
- O=C(Nc1ccccc1Cl)N1CCN(c2ncccn2)CC1
 : i | -4 | i | i | i | i | i | 0 | i | 6 | 2
- COc1ccc2c(c1)C(c1ccc(N3CCOCC3)cc1)=NNC(c1cccnc1)=N2
 : i | -4 | i | i | i | i | i | 3 | i | 3 | 0
- Cc1ccc(/C([O-])=C(/C(=S)NCc2ccc3c(c2)OCO3)[n+]2ccc(N(C)C)cc2)c(C)c1
 : i | -17 | i | i | i | i | i | 1 | i | -1 | 0
- CC(Oc1ccc(Cl)cc1Cl)c1ccn[nH]1 (stereo not given)
 : i | -4 | i | i | i | i | i | -2 | i | -3 | 1
- CCCCNC(=O)COC(=O)CCC(=O)c1ccc(Cl)cc1
 : i | -5 | i | i | i | i | i | 0 | i | x | 4
- CCN(CC)CCCNC(=O)C1c2ccccc2C(=O)N(CCOC)C1c1ccc(F)cc1 (stereo not given)
 : i | -6 | i | i | i | i | i | -1 | i | x | -1
- O=C(Nc1cn(-c2ccccc2)nc1-c1ccc(Cl)cc1)c1ccccc1
 : i | -14 | i | i | i | -9.2* | i | -1 | i | 0 | 2
- C=C(C)c1cccc(C(C)(C)NC(=O)NC2CCCC2)c1
 : i | -1 | i | i | i | i | i | -3 | i | 5 | 1
- COc1ccccc1N=Nc1ccc(O)c2ncccc12
 : i | 2 | i | i | i | i | i | -2 | i | 0 | 2
- C[n+]1ccc(C(=O)NCCC[N+](C)(C)C)cc1/C=N/O
 : i | -13 | i | i | i | i | i | -2 | i | -2 | 1
- Cn1c(=O)c([N+](=O)[O-])c(NCC2CCCO2)c2ccccc21 (stereo not given)
 : i | -11 | i | i | i | i | i | -1 | i | 10 | 0
- CCOC(=O)c1ccc(NC(=O)NC2CC3CCC(C2)N3Cc2nnnn2C(C)(C)C)cc1 (stereo not given)
 : i | -5 | i | i | i | i | i | -1 | i | -5 | 2
- NNC(=O)c1csc(-c2ccccc2)n1
 : i | -5 | i | i | i | i | i | -5 | i | x | -3
- Cc1ccc(C)c(N2CCN(CC3CC=CCC3)CC2)c1 (stereo not given)
 : i | 4 | i | i | i | i | i | -1 | i | -1 | 0
- O=C(CNC(=O)c1cccnc1)N/N=C/c1cccnc1
 : i | -5 | i | i | i | i | i | -2 | i | -2 | 2
- O=C(c1ccccc1)C(C(=O)N1CCc2ccccc2C1)n1ccccc1=O (stereo not given)
 : i | -5 | i | i | i | i | i | -2 | i | 2 | 0
- Cc1ccc(S(=O)(=O)N(CC(=O)Nc2cccc(C(F)(F)F)c2)C(=O)N2CCN(C)CC2)cc1
 : i | -8 | i | i | i | i | i | -2 | i | 0 | 2
- O=C(NCCCCc1ccccc1)c1cccc([N+](=O)[O-])c1
 : i | -21 | i | i | i | i | i | -1 | i | 1 | -2
- O=C(O)C(c1ccccc1)N1C(=O)/C(=C\c2ccc(-c3ccccc3Cl)o2)SC1=S (stereo not given)
 : i | -12 | i | i | i | i | i | -1 | i | 2 | 0

This is a subset. The share of hits here may be higher or lower than overall.
